D2 PAM: positive allosteric modulators of human D2 dopamine receptor; potentiation, % at 10 µM; P14416; HEK293 T-REx D2, calcium flux, EC20 dopamine potentiation; 340,000 compounds, 0.34% hits;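 active = potentiation over 3 SD above the plate norm, cut at about 30% in these data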; also: 0% is about no effect
Target sequence (P14416 whole entry, looked up): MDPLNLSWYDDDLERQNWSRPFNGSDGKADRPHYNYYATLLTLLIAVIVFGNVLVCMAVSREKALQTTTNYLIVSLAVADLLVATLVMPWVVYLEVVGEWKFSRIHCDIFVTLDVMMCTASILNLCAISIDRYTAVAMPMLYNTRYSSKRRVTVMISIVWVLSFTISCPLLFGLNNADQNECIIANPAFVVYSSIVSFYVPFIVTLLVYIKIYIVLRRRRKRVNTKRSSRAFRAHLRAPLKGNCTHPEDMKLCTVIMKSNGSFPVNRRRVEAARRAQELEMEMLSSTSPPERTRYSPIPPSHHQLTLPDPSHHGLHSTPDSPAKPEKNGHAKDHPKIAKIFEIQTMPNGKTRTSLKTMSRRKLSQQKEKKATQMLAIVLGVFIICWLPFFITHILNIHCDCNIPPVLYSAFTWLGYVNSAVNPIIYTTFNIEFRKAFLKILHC
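Potentiation of an EC20 dopamine calcium response measured kinetically over 180 s, after a preceding 180 s compound-only read flagging agonists. Cells: inducible Hek293 Trex D2 line, 4000/well, cultured overnight at 30 C before dye loading.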
LDHA inh: LDHA (human) enzyme inhibition; P00338; purified LDHA, NADH/diaphorase-resazurin fluorescence; stronger effect = lower value; activity change, % (values are at about 110 or 230 µM); 480,000 compounds, 0.15% hits; AID 1347041; in the data active = activity change below about -30%;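 also: plate controls were DMSO wells for no effect and wells without enzyme for full effect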
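LDH5 2 nM; NADH 0.06 mM, pyruvate 0.2 mM; 200 mM Tris pH 7.4, EDTA, Tween-20; 5 min RT. Detection: diaphorase 0.133 mg/mL + resazurin 37 µM, fluorescence ex540/em590 at 0 and 20 min; normalized to enzyme-free and DMSO wells.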
RXFP1 agonist: activates the human relaxin receptor RXFP1; Q9HBX9; AID 2676; 370,000 compounds, 0.3% hits; Potency, µM (highest dose often 57.5 µM), for the others: top-dose activation, hits mostly activators; HEK293T-RXFP1 cAMP TR-FRET, 30 min; response scale: percent of porcine relaxin response, buffer zero; also: potency is read from the fitted curve at half-maximal effect; % is scaled to controls: 0 for no effect and ±100 for the full control effect; nearly all actives have a fitted effect of over 60% in size; many of its hits are not listed in these tables
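HEK293 cells stably expressing RXFP1, treated 30 min at 37C with compounds plus PDE4 inhibitor Ro 20174; cAMP measured by HTRF TR-FRET. Normalized to buffer and 29 nM porcine relaxin; EC50 by Hill fit.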
D1 antag: human D1 dopamine receptor antagonism | P21728 | HEK293 TREx D1 cells, calcium flux, dopamine EC80; stronger effect = lower value | activity change, negative = inhibition, % at 10 µM | 360,000 compounds, 3.2% hits; in the data active = activity change below about -30%; also: % is scaled to controls: 0 for no effect and ±100 for the full control effect
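Tetracycline-induced HEK293 Trex D1 cells, force-coupled to calcium, dye-loaded; compounds added and read 180 s, then EC80 dopamine added and calcium flux tracked kinetically another 180 s.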
Glioma ERSR ind: ER stress response induction in glioma. U87-MG GRP78 promoter luciferase reporter, 16 h. Potency, µM, for the others: at the highest dose activation, usual class: activators. 420,000 compounds, 0.02% hits. AID 602332; also: potency is read from the fitted curve at half-maximal effect; series mostly up to about 76 µM; % of control where 0% means no effect; nearly all actives have a fitted effect of over 35% in size
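ERSR induction read as luciferase luminescence (Bright-Glo, 10 min at room temperature) in stably transfected human U87-MG glioma cells exposed to compounds for 16 h, using GRP78 as sensor.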
D1 potentiator: potentiators of human D1 dopamine receptor; potentiation, % at 10 µM; AID 504651; P21728; 360,000 compounds, 0.036% hits; HEK293 TREx D1 cells, calcium flux, dopamine EC20 potentiation; in the data active = potentiation above about 30%; also: 0% is about no effect
Vif-APOBEC3F blk: Vif-A3F binding inhibition; HeLa A3F-eYFP + Vif (tagged APOBEC3F with the HIV-1 protein that degrades it), YFP fluorescence increase; Potency, µM (doses to about 46.1 µM), without a hit: at the highest dose activity, negative = active; 390,000 compounds, 0.2% hits; also: potency is read from the fitted curve at half-maximal effect; % of control where 0% means no effect; nearly all actives have a fitted effect of over 65% in size
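HeLa cells stably expressing Vif plus C-terminally eYFP-tagged A3F were seeded, incubated overnight at 37 deg C, dosed with compound, incubated overnight again at 37 deg C. Yellow fluorescence (Ex 488/Em 500-530) reported blocked Vif-mediated A3F-eYFP degradation.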
Vif-APOBEC3G blk: inhibitors of Vif-APOBEC3G interaction | Potency, µM (titrated, usually from 46.1 µM), without a hit: top-dose activity, negative = active, usual class: inhibitors | AID 602310 | Q9HC16 | HeLa A3G-eYFP + Vif (tagged APOBEC3G with the HIV-1 protein that degrades it), YFP fluorescence, overnight | 410,000 compounds, 0.076% hits;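 also: potency is read from the fitted curve at half-maximal effect; % is scaled to controls: 0 for no effect and ±100 for the full control effect; nearly all actives have a fitted effect of over 60% in size; hits raise eYFP signal because A3G escapes Vif-driven loss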
Target sequence (Q9HC16 whole entry, looked up): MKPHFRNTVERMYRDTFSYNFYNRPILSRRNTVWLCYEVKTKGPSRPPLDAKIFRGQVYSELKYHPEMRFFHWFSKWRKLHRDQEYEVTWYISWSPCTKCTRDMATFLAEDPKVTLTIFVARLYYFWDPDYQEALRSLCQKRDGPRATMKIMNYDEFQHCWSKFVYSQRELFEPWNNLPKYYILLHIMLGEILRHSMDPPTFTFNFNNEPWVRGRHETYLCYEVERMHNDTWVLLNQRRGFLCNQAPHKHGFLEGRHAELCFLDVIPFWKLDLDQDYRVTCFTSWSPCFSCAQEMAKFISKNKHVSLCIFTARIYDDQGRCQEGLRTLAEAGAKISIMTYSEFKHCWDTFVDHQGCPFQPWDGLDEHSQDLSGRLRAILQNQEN
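Read-out is eYFP fluorescence (Ex 488/Em 500-530) from Vif-expressing HeLa A3G-eYFP cells; more signal means A3G escaped Vif-mediated degradation. Cells plated overnight, compound pinned in, incubated overnight at 37 deg C.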
D1 ag: human D1 receptor agonism | AID 504660 | HEK293 T-REx D1 cells, calcium flux, agonist mode | activation, % at 2 µM | 360,000 compounds, 1% hits | P21728; in the data active = activation above about 30%; also: 0% is about no effect
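Tetracycline-induced HEK293 TREx D1 cells, force-coupled to calcium signalling, were dye-loaded with a no-wash calcium kit. Compound was pin-added after a 10 s baseline. Fluorescence was read kinetically at 1 cycle/s for 180 s, with calcium rises flagged as agonism.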
The depositor's hits bear a star; x = not tested or not shown; & = joins results of further samples. Unless noted, calls follow the shape of the dose curve; as a rule, active = well fitted curve in the direction sought with a large enough effect; inconclusive = small, poorly fitted or top-dose-only effect, or another doubt; inactive = no such curve, though single readings can be large; an effect the other way counts as inactive or inconclusive.

SMILES	D2 PAM	LDHA inh	RXFP1 agonist	D1 antag	Glioma ERSR ind	D1 potentiator	Vif-APOBEC3F blk	Vif-APOBEC3G blk	D1 ag
CCN(CC(=O)Nc1cc(Cl)ccc1C)C(=O)c1nc2nc(C)cc(C)n2n1	-4	4	2.4%	0	-4%	x	-5%	-14%	1
Cc1ccc(NC(=S)N(Cc2ccco2)C(C)c2cccs2)c(Cl)c1 (stereo not drawn)	2	0	-0.5%	1	-3%	-4	-22%	-1%	3
O=[N+]([O-])c1cccc2cn[nH]c12	2	-19	-1.5%	5	-3%&6%&-6%&-3%	2	0%	-2%	3
COc1ccc2[nH]c3c(NCCN(C(C)C)C(C)C)ncnc3c2c1	-16	0	0.3%	32	-1%	-2	-10%	-3%	2
Cc1nn(-c2ccc(Cl)c(Cl)c2)c(=O)c2ccccc12	6	-6	-1.2%	4	-5%	0	x	1%	2
Cc1cnc(NC(=O)C(C)N2CCN(C)CC2)s1 (stereo not drawn)	1	-31*	0.9%	6	-4%	-5	0%	2%	3
O=C(NNC(=O)c1cc(-c2ccccc2)nc2ccccc12)Nc1cccc(Cl)c1	-13	-5	1.3%	-19	-1%	-5	-1%	-13%	2
CC1C(=O)N2CCCc3cc(S(=O)(=O)N(C)c4ccccc4)cc1c32 (stereo not drawn)	-6	7&6	6.8%	-1	-4%	3	-10%	-2%	2
COc1cc(OC)cc(C(=O)NCC(=O)OCC(=O)NC2CCCc3ccccc32)c1 (stereo not drawn)	x	-1	x	x	-6%	x	2%	-1%	x
O=C(NCCN1CCOCC1)N1CCOCC1	-5	1	0.3%	3	1%	-8	5%	1%	2
CN1CN(C)c2ccc([N+](=O)[O-])c3cccc1c23	3	8	0.5%	1	-5%	-3	-8%	-3%	1
CC(C)(C)C(=O)Nc1ccnn1C1CCN(C(=O)c2ccc(Cl)cc2F)CC1	-5	-5	-0.2%	-2	-2%	0	6%	-1%	5
COC(=O)C1=C(C)NC(=O)NC1c1cn(-c2ccccc2)nc1-c1ccc(OC)c(Br)c1 (stereo not drawn)	-4	-5	0.1%	0	-1%	1	-2%	-7%	7
O=C(Nc1ccc2c(c1)OCO2)Oc1ccccc1	5	29	-1.2%	-8	4%	-9	1%	4%	0
COc1ccc(NC(=O)CSc2n[nH]c(C(C)C)n2)c([N+](=O)[O-])c1	-4	-5	1.3%	-6	-3%	-4	2%	1%	5
COc1ccc(CCN2C(=O)N(c3ccc(F)cc3)C(=O)C2CC(=O)Nc2ccc(F)c(F)c2)cc1 (stereo not drawn)	-23	1	1.2%	-19	1%	1	2%	-3%	7
COc1cc(C(=O)O/N=C2\CCCc3c2ccc(OC)c3[N+](=O)[O-])cc(OC)c1OC	13	9	1.2%	-3	-3%	-5	-3%	-1%	1
COc1ccc(/C=N/NC(=O)c2ccc(N3CCCC3=O)cc2)cc1	13	-8	-3.0%	0	-1%	3	0%	-1%	2
O=C(Cc1c(F)cccc1Cl)NNC(=S)Nc1ccc(S(=O)(=O)Nc2ncccn2)cc1	-7	0	-1.2%	0	-5%	4	-14%	5%	0
Cc1ccc(NC(=O)CN(C)C(C)C(=O)N2CC(C)CC(C)C2)cc1 (stereo not drawn)	11	0	-2.5%	5	-4%	-1	0%	1%	1
CCCc1cc(=O)oc2c3c(ccc12)OCN(Cc1ccc(OC)cc1)C3	-11	-2	15%	12	-3%	13	1%	10%	1
CCOC(=O)C(Cc1ccc(O)cc1)NC(=O)CNC(=O)C1CCCN1C(=O)OC(C)(C)C (stereo not drawn)	4	-9	-0.2%	-7	-1%	-3	-3%	-7%	0
Cc1cc(F)ccc1NC(=O)C1CCCN(c2nnc(-n3c(C)ccc3C)s2)C1 (stereo not drawn)	14	0	1.0%	10	-1%	0	7%	0%	0
NS(=O)(=O)c1cccc(NS(=O)(=O)c2ccc(/C=C/C(=O)OCC(=O)c3ccc(Br)cc3)cc2)c1	-8	-4	2.5%	6	-2%	5	-2%	4%	4
CCC(C)Cn1c(C(C)C)nc2ccccc21 (stereo not drawn)	-9	-3	1.7%	-3	-1%	-2	18%	2%	2
COc1ccc(OC)c(CN2CCN(C(=O)c3cccc4ccccc34)CC2)c1	-4	-13	-1.5%	20	-1%	3	-1%	-7%	0
CCn1nc(NS(=O)(=O)c2ccc([N+](=O)[O-])cc2)c2cc3ccccc3nc21	-3	-4	1.8%	1	-2%	-2	-1%	1%	4
O=C(c1ccco1)N1CCN(Cc2nnc(-c3cccc(Cl)c3)o2)CC1	x	-6	1.2%	5	-1%	-3	4%	-3%	2
O=C(c1ccc(Cl)c(S(=O)(=O)N2CCCCC2)c1)N1CCCC1	10	-7	4.0%	27	-5%	-4	-12%	-1%	1
CC1C(C#N)=C(N)OC2=C1C(=O)CC(C)(C)C2 (stereo not drawn)	-10	-6	0.6%	6	-2%	-4	1%	0%	1

Among those listed so far, these contain a furan ring, fused or not.
SMILES	D2 PAM	LDHA inh	RXFP1 agonist	D1 antag	Glioma ERSR ind	D1 potentiator	Vif-APOBEC3F blk	Vif-APOBEC3G blk	D1 ag
Cc1ccc(NC(=S)N(Cc2ccco2)C(C)c2cccs2)c(Cl)c1 (stereo not drawn)	2	0	-0.5%	1	-3%	-4	-22%	-1%	3
O=C(c1ccco1)N1CCN(Cc2nnc(-c3cccc(Cl)c3)o2)CC1	x	-6	1.2%	5	-1%	-3	4%	-3%	2

The list continues:
SMILES	D2 PAM	LDHA inh	RXFP1 agonist	D1 antag	Glioma ERSR ind	D1 potentiator	Vif-APOBEC3F blk	Vif-APOBEC3G blk	D1 ag
COc1cc(CSc2ncn[nH]2)c(OC)cc1CSc1ncn[nH]1	-2	-2	-2.2%	-14	6%	-5	-13%	1%	4
COc1cccc(OCCn2cc(C(=O)c3ccco3)c3ccccc32)c1	x	-2	-0.6%	-1	2%	-7	-5%	0%	50*
Cc1ccc(NC(=O)Cn2c(=O)n(CCCCC(=O)NCCc3ccc(Cl)cc3)c(=O)c3ccccc32)cc1	16	-1	6.3%	-46*	-4%	2	-7%	1%	-1
N=C(N)c1ccc(N=Nc2c(O)ccc3c2[nH]c2ccccc23)cc1	x	3	x	x	-14%	x	10%	-7%	x
Cc1cccc(N(CC(=O)Nc2ccc(-c3nc4ccc(C)cc4s3)cc2)S(C)(=O)=O)c1	-1	-2	4.6%	4	0%	-10	x	-7%	2
CC(C)c1ccc(NC(=O)/C(C#N)=C/c2ccncc2)cc1	16	0	1.4%	-19	3%	-13	3%	-9%	5
COc1cc(NC(=O)C2CCCCN2)ccc1OCC(C)C (stereo not drawn)	-5	2	0.0%	5	-3%	-5	-6%	-9%	0
O=C(Nc1ccccc1N1CCOCC1)c1cccnc1	15	-6	-1.3%	-79*	-1%	-11	-9%	-5%	1
COc1ccc(N(CC(=O)N/N=C(\C)c2ccccc2)S(=O)(=O)c2ccccc2)cc1	10	-6	3.9%	11	1%	-8	2%	3%	0
COc1cc(C(=O)O)ccc1OCC(=O)N1CCOCC1	10	-4	0.6%	-12	-6%	0	10%	3%	3
Cc1cccn2c(=O)c3cc(C#N)c(=O)n(CCCN4CCOCC4)c3nc12	x	-3	-0.7%	22	-5%	5	-3%	1%	-3
O=C(C1=C(O)C(=O)N(c2ncccn2)C1c1cccc(Cl)c1)c1ccco1 (stereo not drawn)	0	7	20%	4	-1%	-3	-2%	0%	1
CC1CCCC(NC(=O)C2N(CCCN3CCCC3)C(=O)C3C(C(=O)Nc4cccc(Cl)c4)C4C=CC32O4)C1C (stereo not drawn)	-22	-13	0.3%	16	-3%	-8	-4%	-2%	-3
O=C(COC(=O)/C=C/c1ccc([N+](=O)[O-])cc1)Nc1ccc(F)cc1	12	-11	-1.1%	-21	0%	-4	-6%	0%	6
CN(CC(=O)NCc1ccccc1Cl)CC(=O)Nc1cccc(F)c1	-4	-2	-0.1%	3	-4%	-7	-1%	-11%	4
CC(C)C[C@H](CO)Nc1nc(N(C)c2cccc(Cl)c2)c2ncn(C(C)C)c2n1	19	6	-0.6%	-34*	-4%	-8	-18%	-9%	0
Cc1ccc(C)c(NS(=O)(=O)c2ccc(NC(=O)CSc3ccc(Cl)cc3)cc2)c1	0	0	2.3%	-6	-2%	-3	0%	2%	11
CCOC(=O)N1CCC(NC(=O)C2CCN(S(=O)(=O)c3cnc[nH]3)CC2)CC1	19	1	1.4%	9	-4%	0	0%	5%	1

Compound profiles, from the list above. Values in the order: D2 PAM | LDHA inh | RXFP1 agonist | D1 antag | Glioma ERSR ind | D1 potentiator | Vif-APOBEC3F blk | Vif-APOBEC3G blk | D1 ag
N=C(N)c1ccc(N=Nc2c(O)ccc3c2[nH]c2ccccc23)cc1 is entered as x | 3 | x | x | -14% | x | 10% | -7% | x
CC(C)C[C@H](CO)Nc1nc(N(C)c2cccc(Cl)c2)c2ncn(C(C)C)c2n1 is entered as 19 | 6 | -0.6% | -34* | -4% | -8 | -18% | -9% | 0
COc1cccc(OCCn2cc(C(=O)c3ccco3)c3ccccc32)c1 is entered as x | -2 | -0.6% | -1 | 2% | -7 | -5% | 0% | 50*
O=C(COC(=O)/C=C/c1ccc([N+](=O)[O-])cc1)Nc1ccc(F)cc1 is entered as 12 | -11 | -1.1% | -21 | 0% | -4 | -6% | 0% | 6
O=C(C1=C(O)C(=O)N(c2ncccn2)C1c1cccc(Cl)c1)c1ccco1 (stereo not drawn) is entered as 0 | 7 | 20% | 4 | -1% | -3 | -2% | 0% | 1

3 entries from above, in markdown:
| SMILES | D2 PAM | LDHA inh | RXFP1 agonist | D1 antag | Glioma ERSR ind | D1 potentiator | Vif-APOBEC3F blk | Vif-APOBEC3G blk | D1 ag |
| --- | --- | --- | --- | --- | --- | --- | --- | --- | --- |
| CC(C)c1ccc(NC(=O)/C(C#N)=C/c2ccncc2)cc1 | 16 | 0 | 1.4% | -19 | 3% | -13 | 3% | -9% | 5 |
| COc1cc(NC(=O)C2CCCCN2)ccc1OCC(C)C (stereo not drawn) | -5 | 2 | 0.0% | 5 | -3% | -5 | -6% | -9% | 0 |
| O=C(Nc1ccccc1N1CCOCC1)c1cccnc1 | 15 | -6 | -1.3% | -79* | -1% | -11 | -9% | -5% | 1 |

Bioassay records from PubChem BioAssay.

An excerpt, so the mix of outcomes need not match the whole.
